Compound activity as filed in PubChem.
Growth percent in the NCI-60 one-dose screen (48 h, 10 µM unless noted): 100 = growth as untreated, 0 = no growth, -100 = all killed.
HL-60(TB): HL-60(TB) leukemia cells | 78,000 tested, 9% active | AID 1794776; active = growth percent below 10
An asterisk follows results filed as active; & = joins results of further samples. An excerpt (hit frequency here may not be typical).

SMILES	HL-60(TB)
O=[N+]([O-])c1cccc2[nH]ncc12	86
Clc1ccc(-c2[nH]ncc2-c2c[nH]c3ccccc23)cc1	112
O=C(OCC(O)COC(=O)c1cccnc1)c1cccnc1	94
CN(C)CCC(c1ccccc1)c1ccccn1 (configuration not stated)	104
COc1cc2c(cc1OC)-c1c(oc3c4c(ccc3c1=O)OC(C)(C)C=C4)CO2	46
c1ccc(-c2cn(-c3nc(N4CCOCC4)c4ccccc4n3)nn2)cc1	52
CCOC(=O)C1([N+](=O)[O-])CC(c2ccccc2)ON(c2ccccc2)C1c1ccc(OC)cc1 (configuration not stated)	88
CSc1nnc(-c2cnn3c2NC(c2ccccc2)C3)n1-c1ccc(Cl)cc1 (configuration not stated)	100
O=C1Nc2ccc(Cl)cc2/C1=N/c1n[nH]c(=S)s1	100
Fc1ccc(Nc2ccnc3[nH]c4ccc(Br)cc4c23)cc1Cl	129
O=c1sc(N=Nc2ccccc2)c(S)n1-c1ccccc1	100
Cc1cc(=O)[nH]c2c(C#N)cnn12	106
O=C(NCCNc1nccc(Nc2ccc(S(=O)(=O)Nc3ccccn3)cc2)n1)c1cccs1	105
O=C1CCC2(CCC(=O)O2)O1	103
CC(C)(CC(=O)O)Cc1ccccc1	110
O=C(Nc1[nH]c(=O)ncc1F)c1ccc([N+](=O)[O-])cc1	109
C[C@]12CC[C@@H]3c4cc([N+](=O)[O-])c(O)cc4CC[C@H]3[C@@H]1CC[C@@H]2NS(=O)(=O)c1cccc(C(F)(F)F)c1	75
C=CCNc1ccccc1C	110
O=C(O)CCC(=O)c1ccc(F)cc1	97
O=c1nc(NCc2cccc(Cl)c2)sc2ccccc12	90
CC(=O)OCC(=O)[C@@]1(O)CC[C@H]2[C@@H]3CC[C@@H]4C[C@H](O)CC[C@]4(C)[C@H]3C(=O)C[C@@]21C	94
CC(C)C(=O)OCCCc1ccccc1	104
CCCCCCCCCCCCOC1CCN(Cc2ccc(OC)c(OC)c2)c2ccc(OC)cc21 (configuration not stated)	112
COc1ccc(-c2ccc(NC(=O)Nc3cccc(Cl)c3)c(C)n2)cc1OC	64
COc1cccc(Cc2cc(-c3ccccc3)nn(C/C(=N\O)c3ccccc3)c2=O)c1	84
COc1cc2nc(SCCC(=O)Nc3cc(OC)c(OC)c(OC)c3)n(-c3ccccc3)c(=O)c2cc1OC	108
Oc1cccc(-c2nc(-c3nn(CN4CCCCC4)c(=S)o3)cc3c2[nH]c2ccccc23)c1	89
COc1cc2cc3c(=O)n4c(cc5ccccc54)c(=O)n3c2cn1	84
CN(C)c1ccc2cc(-c3ccccc3F)c(N)nc2c1	5.4*
COc1cc2cc3c(=O)n4c(cc5cc(OC)ncc54)c(=O)n3c2cn1	89
CCOC(=O)C1=C(Cn2cc(CO)nn2)N(C)C(=O)NC1c1ccccc1 (configuration not stated)	98
CC(=O)c1ccc(Nc2nc(SCCC(C)C)nc(-c3ccccc3)c2C#N)cc1	99
CC(=O)Nc1ccc(N)c2cc(S(=O)(=O)O)c(S(=O)(=O)O)cc12	82
Cn1c([N+](=O)[O-])cnc1/C=C1\Oc2ccc(Cl)cc2C1=O	-2.6*
CC(C)(C)n1cc(-c2ccnc(NCCCNS(=O)(=O)c3ccc(O)cc3)c2)c(-c2cccc(O)c2)n1	68
O=C1CC(Cl)C(=O)N1c1ccccc1 (configuration not stated)	97&139
CCCCOC(=O)C(N)Cc1c[nH]c2ccccc12 (configuration not stated)	94
CCOC(=O)c1[nH]c(C)c(C(C)=O)c1C	102
CC(C)[C@@H]1NC(=O)Nc2nc3ccccn3c2C1=O	92
N#Cc1cnn(-c2cc(=O)[nH]c3ccc(Br)cc23)c1N	105
CCOP(=O)(OCC)C(O)c1ccccc1Cl (configuration not stated)	106
CCOC(=O)C1CCCCC1	98
COc1ccc(-c2cccc3c(=O)nc(N4CCOCC4)oc23)cc1	93
Cn1c(=O)c2c(nc(NC3=NS(=O)(=O)c4ccccc43)n2CC(=O)N2CCc3ccccc32)n(C)c1=O	111
C[C@@H]1CN(C=O)[C@@H](C)CN1C(=S)Nc1ccccc1	59
Cc1ccc(S(=O)(=O)NNC(=O)C23CCC(CC2)C3)cc1	97
CCOC(=O)C(Cc1ccccc1)n1c(O)c(C=Nc2ccc(C(=O)OCCN(CC)CC)cc2)sc1=O (configuration not stated)	98
O=C1/C(=C2\SC(=S)N(C3CC3)C2=O)SC(=S)N1C1CC1	104
Cc1noc(NS(=O)(=O)c2ccc(N=Nc3ccc(N)nc3N)cc2)c1C	102
CC(=Nc1ccccc1)Nc1ccccc1	69
CO[C@H]1CN(C(=O)OC(C)(C)C)CC[C@@H](c2ccccc2)OC(=O)C[C@@]2(O)O[C@H]([C@@H](O)[C@H](O)[C@H]2O)[C@@H](O)/C=C/[C@H]1OC	104
O=C1N(C[P+](c2ccccc2)(c2ccccc2)c2ccccc2)CCCN1C[P+](c1ccccc1)(c1ccccc1)c1ccccc1	63
OCc1c(-c2ccccc2)nc2n1CCS2	117
CN(C)CCCNC(=O)/C(C#N)=C/c1ccc(N(CCCl)CCCl)cc1	65
NS(=O)(=O)c1ccc(-n2cc(CN3CCCC3)nn2)cc1	96
COc1ccc(C(=O)Nc2ccc(Cl)cc2C(=O)Nc2ccncc2)cc1	37
CCCCNC(=O)NC(=O)CS(=O)(=O)c1ccc(C)cc1	123
O/N=C\c1ccc(Cl)cc1	75
COc1ccc(N2CCN(Cc3cc(C(=O)/C=C/c4c[nH]c5ccccc45)ccc3O)CC2)cc1	100
O=C1S/C(=C\c2ccccn2)C(=O)N1Cc1cc2ccccc2nc1Cl	113

(further entries)
SMILES	HL-60(TB)
CC1=CC(=O)C=CC1=Nc1ccc(O)cc1	78
CCOC(=O)CSc1ncnc2c1c(-c1ccccc1)cn2C1CCCCC1	90
CC(C)CNCCOC(=O)c1ccc([N+](=O)[O-])cc1Cl	103
COC(=O)CC(c1ccccc1)N1CC1 (configuration not stated)	100
Nc1nc(N)c2[nH]c(N=Nc3ccc(N(CCO)CCO)cc3)nc2n1	106
CC(C)(C)C(=O)/C=C/c1ccc([N+](=O)[O-])cc1	75
Cc1nc(-c2cccc(-c3nc4ccccc4n3Cc3ccc(Cl)cc3)c2)no1	80
CCCCCCCCCCCCCCCC(=O)N(CCC#N)c1ccc(N(CCC#N)C(=O)CCCCCCCCCCCCCCC)cc1	100
CC(C)(C)c1ccc(C(C)(C)C)s1	73
Cc1sc2nc3nc(CC(=O)Nc4ccc(Cl)cc4)[nH]n3c(=O)c2c1C	103
CCOc1nc(-c2ccccc2)cc2c(O)c(C(=O)N/N=C/c3ccccc3O)[nH]c(=O)c12	133
COc1cccc2c(=O)c3c(sc12)c(N1CCN(C(=O)OC(C)(C)C)CC1)nc1ccccc13	111
O=C(c1cc2ccccc2o1)c1nn(-c2ccccc2)c2nc3nccc(-c4cc5c(ccc6ccccc65)oc4=O)c3c(=O)n12	105
CCC(C)C(NC(=O)CCN1C(=O)/C(=C/C(C)=C/c2ccccc2)SC1=S)C(=O)O (configuration not stated)	91
O=C1/C(=C/c2cn(-c3ccccc3)nc2-c2ccccc2)SC(=S)N1C1CCCCC1	116
CC(=O)OCCCC[n+]1ccc(SCC(=O)n2ccc3ccccc32)c2ccccc21	102
Nc1ccc(Br)cc1[N+](=O)[O-]	114
Cc1ccc2nc(-c3ccc(-c4n[nH]c(=S)o4)cc3)[nH]c2c1	108
COc1ccc(/C=C/c2c(C(=O)/C=C/c3cccs3)c(C)nc3ccccc23)cc1	70
CC(=O)OCCCC(CCC(CCC1CCCO1)OC(C)=O)OC(C)=O (configuration not stated)	97
NC(N)=NCCN1CCCCCCC1	77
Cc1ccc(C(Cc2ccccc2)NC(CO)(CO)CO)cc1 (configuration not stated)	98
COc1ccc2c(c1)C(=O)C1NC(=O)NC(=O)C1(Br)N2 (configuration not stated)	103
CCOC(=O)C1CC(CCl)OC1=O (configuration not stated)	101
COc1ccc(/C(=C\c2ccc3c(c2)OCO3)C(=O)Nc2nc3ccc(Cl)cc3s2)cc1	95
O=C(O)CCN1C(=O)/C(=C/c2ccc(-c3cccc([N+](=O)[O-])c3)o2)SC1=S	95
Nc1nc2c(c(=O)[nH]1)C(c1ccc(Cl)cc1)C=C(C(=O)O)N2 (configuration not stated)	115
O=C1CSC(=Nc2ccc(Cl)cc2Cl)N1	102
Oc1ccc(Br)cc1	99
COC(=O)CCSC1=C(C)C(=O)c2ccccc2C1=O	35
Oc1ccccc1C=Nc1ccc(N2CCN(c3ccccc3)CC2)cc1	55
COc1ccc2c(c1)C(Sc1ccc(Cl)cc1)c1c(nc(N)c(C#N)c1N)O2 (configuration not stated)	45
CCOC(=O)c1cc(C(=O)c2ccc(OC)cc2)n2ccc(/C=C/c3cc[n+](CC(=O)c4ccc(OC)cc4)cc3)cc12	0.7*
CNC(=O)c1ccc(S(=O)(=O)Nc2ccc(NC(=O)CCCC(=O)NOCc3ccccc3)cc2)cc1	99
Cc1ccc(Nc2ncnc3sc4c(c23)CCN(Cc2ccccc2)C4)cc1	117
COc1ccc(CNn2c(COc3ccccc3)nc3ccccc3c2=O)cc1OC	100
COc1ccc(-n2cnc3c(sc4ncc(Cl)cc43)c2=O)cc1	90
CS(=O)(=O)OC(C(O)CO)C(OS(C)(=O)=O)C(O)CO (configuration not stated)	96
O=C(O)/C=C\C(=O)Nc1ccc2c(c1)C(Br)c1ccccc1-2 (configuration not stated)	103
CCCCNC(=O)/C(=C\c1ccc(OC)c(OC)c1)NC(=O)c1ccccc1	108
CN(C)CCC(O)(Cc1ccccc1)c1ccccc1 (configuration not stated)	85
CCO/C=N/C1=C(C#N)C(c2ccc(O)cc2)c2sc3c(F)cccc3c2O1 (configuration not stated)	101
COc1ccc(CCN2C(=O)/C(=C/c3ccc(C4Oc5ccccc5C5CC(c6ccc(OC)cc6)=NN54)cc3)SC2=S)cc1 (configuration not stated)	101
COc1ccc2c(c1)/C(=C/c1sc(=S)n(Cc3ccco3)c1O)C=N2	3.0*
COc1cc(OC)c(S(=O)(=O)NNC(=O)c2ccncc2)cc1C1=NN(C=O)C(c2ccc(Cl)cc2)C1 (configuration not stated)	99
O=C(CC(c1ccccc1)c1ccccc1)CC(c1ccccc1)c1ccccc1	119
Cc1cc(=O)[nH]c(N/N=C2/CCCCC2C)n1 (configuration not stated)	92
Cc1cc2[nH]c(=S)[nH]c2cc1C	95

Part of the list above in order of number of heavy atoms, rising:
SMILES	HL-60(TB)
Oc1ccc(Br)cc1	99
Cc1cc2[nH]c(=S)[nH]c2cc1C	95
CCOC(=O)C1CC(CCl)OC1=O (configuration not stated)	101
NC(N)=NCCN1CCCCCCC1	77
O=C1CSC(=Nc2ccc(Cl)cc2Cl)N1	102
Cc1cc(=O)[nH]c(N/N=C2/CCCCC2C)n1 (configuration not stated)	92
COC(=O)CCSC1=C(C)C(=O)c2ccccc2C1=O	35
O=C(O)/C=C\C(=O)Nc1ccc2c(c1)C(Br)c1ccccc1-2 (configuration not stated)	103
COc1ccc(-n2cnc3c(sc4ncc(Cl)cc43)c2=O)cc1	90
COc1ccc2c(c1)/C(=C/c1sc(=S)n(Cc3ccco3)c1O)C=N2	3.0*
CC(=O)OCCCC(CCC(CCC1CCCO1)OC(C)=O)OC(C)=O (configuration not stated)	97
O=C(O)CCN1C(=O)/C(=C/c2ccc(-c3cccc([N+](=O)[O-])c3)o2)SC1=S	95
Cc1ccc(Nc2ncnc3sc4c(c23)CCN(Cc2ccccc2)C4)cc1	117
COc1ccc(/C=C/c2c(C(=O)/C=C/c3cccs3)c(C)nc3ccccc23)cc1	70
COc1ccc(CNn2c(COc3ccccc3)nc3ccccc3c2=O)cc1OC	100
COc1ccc(/C(=C\c2ccc3c(c2)OCO3)C(=O)Nc2nc3ccc(Cl)cc3s2)cc1	95
COc1cc(OC)c(S(=O)(=O)NNC(=O)c2ccncc2)cc1C1=NN(C=O)C(c2ccc(Cl)cc2)C1 (configuration not stated)	99
CCOC(=O)c1cc(C(=O)c2ccc(OC)cc2)n2ccc(/C=C/c3cc[n+](CC(=O)c4ccc(OC)cc4)cc3)cc12	0.7*
COc1ccc(CCN2C(=O)/C(=C/c3ccc(C4Oc5ccccc5C5CC(c6ccc(OC)cc6)=NN54)cc3)SC2=S)cc1 (configuration not stated)	101

The main list resumes; the two compounds before the break are reprinted first.
SMILES	HL-60(TB)
Cc1cc(=O)[nH]c(N/N=C2/CCCCC2C)n1 (configuration not stated)	92
Cc1cc2[nH]c(=S)[nH]c2cc1C	95
COc1ccccc1Nc1n[nH]c(=S)s1	106
CCc1cccc2c1NC(=O)C2=O	98
C=C(C)COC(=O)c1ccccc1	85
CC1(c2ccncc2)Nc2ccccc2-c2ccnn21 (configuration not stated)	111
O=C1c2ccccc2C23C(=C(c4ccncc4)c4cc(C(F)(F)F)ccc42)CCCN13 (configuration not stated)	102
CCN(CC)CCCC(C)Nc1nncc2cc(Cl)ccc12 (configuration not stated)	106
CCOC(=O)c1ccc(N/C=C/C(=O)c2ccccc2)cc1	84
C(=N\Nc1ncc(-c2cc3cc4c(cc3o2)OCO4)s1)/c1c2ccccc2cc2ccccc12	102
O=C(Cc1ccccc1)Nc1nnc(OC2CCN(c3nnc(NC(=O)Cc4ccccc4)s3)CC2)s1	96
Cc1ccc(NC(=O)Nc2c(Cl)cccc2Cl)cn1	71
COc1ccc(N2CCN(C(=O)Nc3ccc(S(N)(=O)=O)cc3)CC2)cc1	107
CCCCCCCCCCCCCCCCCCOc1ccccc1CC(=O)OCC[N+]1(C)CCCC1	23

The closing 2 records of the part before lead into the next:
SMILES	HL-60(TB)
COc1ccc(N2CCN(C(=O)Nc3ccc(S(N)(=O)=O)cc3)CC2)cc1	107
CCCCCCCCCCCCCCCCCCOc1ccccc1CC(=O)OCC[N+]1(C)CCCC1	23
O=C1NC(=O)C2(CCCc3ccccc32)N1 (configuration not stated)	105&115
NC(=O)c1ccc[n+]([O-])c1	97
COc1ccc(C2NCCCC2c2ccccc2)cc1 (configuration not stated)	100
CC1CC(O)C2C3(C)CCCC2(COC3=O)C12CCC1(CCOC1=O)O2 (configuration not stated)	121
O=Cc1cccc(C(=O)O)c1O	118
COC1=CC(O)C23OCC(=O)N2c2cccc4c2C(O)(CCC4)C3C1O (configuration not stated)	94
O=C(NCCCn1ccnc1)OCc1nc2nc(Cl)nc(N3CCOCC3)c2[nH]1	98
